Screens as filed in PubChem.
RNase H inhibition – RNase H inhibition, HIV 1 Gag Pol polyprotein, FRET biochemical assay, screening (AID 372); HIV-1 RT RNase H, FRET RNA/DNA substrate fluorescence; higher % means a stronger effect; inhibition, % at 10 µM; hits with a dose series show IC50 in µM; hit rate 0.77% among 100,000; in the data active = inhibition above about 50%
* hit, by the source's call.

SMILES | RNase H inhibition
Cc1ccc(NCC(=O)N/N=C/c2ccccc2[N+](=O)[O-])c(C)c1 | 4%
C/C(=C1/SC(N2CCOCC2)=NC1=O)c1ccc(Cl)cc1 | 13%
O=C(Nc1ccc2oc(-c3ccccc3F)nc2c1)c1ccccc1[N+](=O)[O-] | 20%
O=C(/C=C/Nc1cc(Cl)ccc1O)c1ccccc1 | 31%
Cc1ccc(C(=O)NC(=S)Nc2cccc(-c3nc4ccccc4s3)c2C)cc1[N+](=O)[O-] | 14%
COC(=O)c1c(NC(=O)CC2SCC(C(=O)OC)NC2=O)sc2c1CCCC2 (stereo not drawn) | 0%
Cc1cccc(C(=O)N/N=C/c2c(C)[nH]c3ccccc23)c1 | 1%
COc1ccc(C(=O)/C=C/NCC(=O)c2ccccc2)cc1 | 19%
CCOc1ccc(C(=O)NC(=S)Nc2cccc(Cl)c2)cc1 | 36%
COC(=O)CCC(=O)Nc1ccc([N+](=O)[O-])cc1Br | 2%
c1coc(CN2CCN(Cc3cccc4ccccc34)CC2)c1 | 7%
CCn1c(SCCOc2ccc(C)c(C)c2)nc2ccccc21 | 30%
COC(=O)c1ccc(COc2ccc3c(-c4ccccc4)cc(=O)oc3c2)cc1 | 22%
COc1ccc(CNC(=O)C2CCN(Cc3cccc(OCc4ccccc4)c3)CC2)cc1 | 19%
O=c1c(C=NC2CC2)c(-c2ccccc2)[nH]n1-c1ccc([N+](=O)[O-])cc1 | 9%
C=CCn1c(O)c(C2=c3cc(OCC)ccc3=NC2=O)sc1=S | 12%
COc1ccc(-c2nc(NC(=O)c3ccccc3F)sc2-c2ccc([N+](=O)[O-])cc2)cc1 | 4%
CCOC(=O)C1CCCN(Cc2cc(OC)c(O)c([N+](=O)[O-])c2)C1 (stereo not drawn) | 2%
N#Cc1ccc(Oc2ccc(C(=O)Nc3cccc(Br)c3)cc2)cc1 | 10%
COc1ccc(/C=C2\SC(=S)N(CC(=O)Nc3ncc(Cc4ccc(C)cc4)s3)C2=O)cc1OC | 34%
CCOC(=O)c1ccc(N/C=C/C(=O)c2ccccc2)cc1 | 0%
O=C(/C=C/c1ccc(Cl)cc1)c1ccc(NC(=O)c2cccnc2)cc1 | 6%
CCC/C(=N\NC(=O)C1CC1)c1ccc(Br)cc1 | 7%
C=CCc1ccccc1OCc1nnc(NC(=O)Nc2ccc(F)cc2)s1 | 10%
CCSCCOC(=O)C1=C(C)NC(=O)NC1c1ccc(F)cc1 (stereo not drawn) | 8%
COc1ccccc1/C=N/N=C1/NC(=O)C(CC(=O)Nc2ccc(Cl)c(Cl)c2)S1 (stereo not drawn) | 21%
COc1ccc2ccccc2c1/C=C1\C(=O)NC(=O)N(c2ccccc2C)C1=O | 22%
Cc1cccc(OCCCCNC(C)(C)C)c1C | 8%
COC(=O)c1sc(NC(=O)CCc2ccccc2)c(C(=O)OC)c1C | 15%
O=C1/C(=C/c2cc(Br)c(O)c(Br)c2)SC(=Nc2ccccc2)N1c1ccccc1 | 32%
COc1cc([N+](=O)[O-])ccc1NC(=O)Cn1cnc2c1c(=O)n(C)c(=O)n2C | 9%
CCOC(=O)COc1ccc2oc(C)c(C(=O)OC(C)C)c2c1 | 0%
COc1cccc(NC(=O)C2CC(=O)N=C(N)S2)c1 (stereo not drawn) | 0%
CCC(CC)N1CCN(C(=O)c2cc(OC)c(OC)c(OC)c2)CC1 | 0%
COc1cc(CN2CCN(c3cccc(C(F)(F)F)c3)CC2)ccc1OCc1ccccc1 | 9%
COC(=O)c1ccc(CSc2nc3sc(C)c(C)c3c(=O)n2-c2ccccc2)cc1 | 8%
Cc1cc(C)c(C)c(OCCCCn2ccnc2)c1 | 12%
Cc1ccc(CN2CCN(c3ccccn3)CC2)c(C)c1 | 14%
COc1ccc(Br)cc1/C=N/n1cnnc1 | 5%
COc1ccc(-c2cc(C(F)(F)F)n3ncc(C(=O)Nc4cc(C)ccc4O)c3n2)cc1OC | 12%
CC(=O)N(OCON(C(C)=O)C(C)=O)C(C)=O | 0%
COc1ccc(NC(=O)c2sc3cc(C)ccc3c2Cl)c([N+](=O)[O-])c1 | 17%
C=CCN1C(=O)/C(=C\c2cccc(OCc3ccc(Cl)c(Cl)c3)c2)SC1=S | 16%
CC(C)Oc1nc(-c2ccc(Br)cc2)nc2ccccc12 | 1%
Cc1ccc(NCC(=O)N/N=C\c2ccccc2OCC(=O)O)cc1 | 7%
COC(=O)c1c(N)sc(C)c1-c1ccc(Cl)cc1 | 22%
CCN(CC)C(=O)Nc1ccc2nc(-c3ccccc3)c(-c3ccccc3)nc2c1 | 13%
CCOC(=O)C1CCCN(Cc2cc(C)c(OC)cc2C)C1 (stereo not drawn) | 0%
C/C(=N\NC(=O)c1ccco1)c1ccc(Br)cc1 | 2%
CC(C)(C)c1ccc(C(=O)NNC(=O)C(=O)N2CCCCC2)cc1 | 0%
The listing continues.
SMILES | RNase H inhibition
COc1ccc(NC(=O)CC2(c3ccc(OC)cc3)C(=O)c3ccccc3C2=O)cc1 | 4%
COc1ccc(CCN/C=C2\CC(=O)NC2=O)cc1OC | 3%
C=C(C)Cn1c(Cc2ccccc2)n[nH]c1=S | 6%
COc1ccc(NC(=O)CN(CCc2ccccc2)S(=O)(=O)c2ccccc2)c(OC)c1 | 21%
CCOc1ccc(NC(=O)CCC(=O)N/N=C/c2ccc3c(c2)OCO3)cc1 | 0%
O=C(Nc1ccc(Cc2ccncc2)cc1)C12CC3CC(CC(C3)C1)C2 | 15%
CCO/C(C)=N\Oc1cc(=O)oc2ccccc12 | 0%
CCOc1ccc2c(c1)-c1c(ssc1=S)C(C)(C)N2C(=O)CSc1nc2ccccc2o1 | 0%
O=[N+]([O-])c1ccc(-c2ccc(C(=S)N3CCCCC3)o2)cc1 | 13%
Cc1cc(I)ccc1NC(=O)COc1ccc(Br)cc1Br | 23%
N/C(=N\c1nc(C(F)(F)F)cc(=O)[nH]1)Nc1ccc(F)cc1F | 7%
COc1ccc(Br)cc1C(=O)Nc1cccc(Cl)c1Cl | 8%
CC(=O)c1cc(F)c(N2CCOCC2)cc1C | 9%
COc1cc(/C=C2/SC(=S)N(c3ccccc3)C2=O)ccc1Oc1nc(N2CCOCC2)nc(N2CCOCC2)n1 | 21%
N#CC1=C(N)OC2=C(C(=O)CC(c3ccccc3)C2)C1c1cccnc1 (stereo not drawn) | 13%
CC1(C)CC(NC(=O)c2ccccc2C(=O)O)CC(C)(C)N1 | 2%
CN(C)C1(C)C(=O)c2ccccc2C1=O | 0%
Cc1ccc(S(=O)(=O)Oc2c(C=C3C(=O)CC(C)(C)CC3=O)[nH]c3ccccc23)cc1 | 18%
O=C(CN(c1ccccc1)S(=O)(=O)c1ccccc1[N+](=O)[O-])Nc1ccc(F)cc1 | 16%
Cc1ccc(N=Nc2ccc(C)cc2-n2c(=O)c3cc4c(=O)n(-c5cc(C)ccc5N=Nc5ccc(C)cc5)c(=O)c4cc3c2=O)cc1 | 2%

18 neighbouring compounds already listed, for reference:
SMILES | RNase H inhibition
C=C(C)Cn1c(Cc2ccccc2)n[nH]c1=S | 6%
COc1ccc(NC(=O)CN(CCc2ccccc2)S(=O)(=O)c2ccccc2)c(OC)c1 | 21%
CCOc1ccc(NC(=O)CCC(=O)N/N=C/c2ccc3c(c2)OCO3)cc1 | 0%
O=C(Nc1ccc(Cc2ccncc2)cc1)C12CC3CC(CC(C3)C1)C2 | 15%
CCO/C(C)=N\Oc1cc(=O)oc2ccccc12 | 0%
CCOc1ccc2c(c1)-c1c(ssc1=S)C(C)(C)N2C(=O)CSc1nc2ccccc2o1 | 0%
O=[N+]([O-])c1ccc(-c2ccc(C(=S)N3CCCCC3)o2)cc1 | 13%
Cc1cc(I)ccc1NC(=O)COc1ccc(Br)cc1Br | 23%
N/C(=N\c1nc(C(F)(F)F)cc(=O)[nH]1)Nc1ccc(F)cc1F | 7%
COc1ccc(Br)cc1C(=O)Nc1cccc(Cl)c1Cl | 8%
CC(=O)c1cc(F)c(N2CCOCC2)cc1C | 9%
COc1cc(/C=C2/SC(=S)N(c3ccccc3)C2=O)ccc1Oc1nc(N2CCOCC2)nc(N2CCOCC2)n1 | 21%
N#CC1=C(N)OC2=C(C(=O)CC(c3ccccc3)C2)C1c1cccnc1 (stereo not drawn) | 13%
CC1(C)CC(NC(=O)c2ccccc2C(=O)O)CC(C)(C)N1 | 2%
CN(C)C1(C)C(=O)c2ccccc2C1=O | 0%
Cc1ccc(S(=O)(=O)Oc2c(C=C3C(=O)CC(C)(C)CC3=O)[nH]c3ccccc23)cc1 | 18%
O=C(CN(c1ccccc1)S(=O)(=O)c1ccccc1[N+](=O)[O-])Nc1ccc(F)cc1 | 16%
Cc1ccc(N=Nc2ccc(C)cc2-n2c(=O)c3cc4c(=O)n(-c5cc(C)ccc5N=Nc5ccc(C)cc5)c(=O)c4cc3c2=O)cc1 | 2%

New compounds follow
SMILES | RNase H inhibition
O=C(O)CCN1C(=O)/C(=C/c2ccc(-c3cccc([N+](=O)[O-])c3)o2)SC1=S | 24%
O=C(NC(=O)c1cccc2ccccc12)Nc1ccc(Cl)cc1 | 2%
CSc1nnc2c(n1)OC(c1ccc(C)o1)Nc1ccccc1-2 (stereo not drawn) | 1%
CCc1nn(-c2ccccc2)c2nc(-c3ccccc3[N+](=O)[O-])c3cc(OC)c(OC)cc3c12 | 9%
Cc1cccc(COc2ccccc2/C=C2/SC(=S)NC2=O)c1 | 12%
CC1(C)Cc2nc3nc(NN)n(-c4ccccc4)c(=O)c3cc2CO1 | 0%
CCn1nnnc1-c1ccc(OC)c(S(=O)(=O)Nc2ccc(C)c(C)c2)c1 | 0%
COCn1c2ccc(Cl)cc2c2cc(Cl)ccc21 | 5%
C=CCN1C(=O)/C(=C/c2cc(C)n(-c3ccccc3F)c2C)SC1=S | 12%
CCc1c(O)nc(SCC(=O)Nc2ccc(OC)cc2)[nH]c1=O | 7%
CC(=O)Nc1ccc(Nc2nc(-c3c(C)nc4sccn34)cs2)cc1 | 0%
COc1ccc(NC(=O)c2cn(-c3ccccc3)nc2-c2ccc(Br)cc2)cc1 | 9%
COc1ccc(CC(=O)N2N=C(c3ccc(F)cc3)CC2(O)C(F)(F)F)cc1 (stereo not drawn) | 33%
CCC(C)NC(=O)C(=O)Nc1ccc(Br)cc1 (stereo not drawn) | 11%
COc1ccc(/C=C/C(=O)O)cc1S(=O)(=O)N1CCc2ccccc2C1 | 8%
O=C1C(=Cc2c(NCCO)nc3ccccn3c2=O)SC(=S)N1Cc1ccco1 | 10%
CCOc1ccc(CNC23CN4CN(CN(C4)C2)C3)cc1 | 9%
Cc1ccc(C(=O)NCc2cccnc2)c(Cl)c1 | 5%
CC1=C(C(=O)OCCCc2ccccc2)C(c2ccccc2[N+](=O)[O-])CC(=O)N1 (stereo not drawn) | 15%
O=C(N/N=C/c1ccc(-c2ccc([N+](=O)[O-])cc2)o1)c1ccc(Cl)cc1Cl | 1%
CCOc1ccccc1NC(=O)c1c(Cl)ccc(Cl)c1OC | 0%
COc1cc(OC)c(OC)cc1C=NN1CCN(Cc2ccccc2Cl)CC1 | 6%
COc1cc(OC)cc(C(=O)Nc2cccc(-c3nc4ccccc4s3)c2)c1 | 5%
O=C(CN1C(=O)c2ccccc2C1=O)NC(c1ccccc1)c1ccccc1 | 19%
COc1ccc(N2C(=O)NC(=O)/C(=C/c3ccccc3OCCOc3ccccc3)C2=O)cc1 | 0%
O=C(CCN1C(=O)/C(=C/c2ccccc2Cl)SC1=S)Nc1ccc(F)c(Cl)c1 | 11%
CC(C)(C)Nc1nc(Nc2ccccc2)nc(Nc2ccccc2)n1 | 30%
Cc1cc(C=C2C(=O)N(C)C(=S)N(C)C2=O)c(C)n1-c1ccc([N+](=O)[O-])cc1 | 0%
CC/C(=N\N1CCN(Cc2ccc(Cl)cc2)CC1)c1ccc(O)cc1 | 14%
Cc1ccc(C(=O)COC(=O)CCC(=O)Nc2cc(C(F)(F)F)ccc2Cl)cc1[N+](=O)[O-] | 2%
O=C1c2cccc3c([N+](=O)[O-])ccc(c23)C(=O)N1c1ccc(-c2nc3ccc(N4C(=O)c5cccc6c([N+](=O)[O-])ccc(c56)C4=O)cc3[nH]2)cc1 | 43%
O=C1CC(N2CCN(c3cccc(Cl)c3)CC2)C(=O)N1c1cccc(Cl)c1 (stereo not drawn) | 10%
COc1ccc(NC(=O)CCCOc2ccccc2)c([N+](=O)[O-])c1 | 6%
Cc1ccc(OCC(O)Cn2c(C(C)C)nc3ccccc32)cc1 (stereo not drawn) | 13%
CCn1c2ccccc2c2cc(CNCCc3ccccc3)ccc21 | 17%
O=C(N/N=C/c1ccc(-c2cccc([N+](=O)[O-])c2)o1)C1COc2ccccc2O1 (stereo not drawn) | 15%
COc1ccc(C(=O)N/C(=C/c2ccc(Br)cc2)c2nc3ccccc3[nH]2)cc1 | 15%
O=C(Nc1ccc(-c2nc3ccccc3s2)cc1)c1cc(Br)ccc1Cl | 25%
COc1ccc(-c2cc(-c3ccc(C)cc3)nc(N/N=C/c3ccccc3O)n2)cc1OC | 32%
O=C(N/N=C\c1ccc(Cl)c(Cl)c1)c1cnccn1 | 9%
COc1ccc(/C=C2\SC(N3CCCCCC3)=NC2=O)c(OC)c1 | 13%
CCOC(=O)COc1c(I)cc(C(C)=O)cc1I | 24%
O=C(Cn1nnc(-c2ccccc2Cl)n1)N/N=C/c1ccc(-c2cccc(Cl)c2)o1 | 2%
C=CCC(C)(CC=C)NS(=O)(=O)c1ccc(NC(C)=O)cc1 | 12%
CCN(CC)c1ccc(/C=C2/C(=O)NC(=O)N(c3ccc(C)cc3)C2=O)cc1 | 18%
COC(=O)CCC(C(=O)NC(=O)NC(c1ccccc1)c1ccccc1)N1C(=O)c2ccccc2C1=O (stereo not drawn) | 9%
N#CSC(CS(=O)(=O)c1ccccc1)c1ccccc1 (stereo not drawn) | 19%
CC1CN(C2=NC(=O)/C(=C\c3ccccc3)S2)CC(C)O1 (stereo not drawn) | 13%
COc1ccc(NC(=O)C(=O)NCCN2CCN(C(=O)c3ccc(C)cc3)CC2)cc1 | 5%
O=[N+]([O-])c1cc(Cl)cc2c1[nH]c1ccc(Cl)cc12 | 35%
More results follow.
SMILES | RNase H inhibition
O=C(Cc1ccc(Cl)cc1)Nc1ccc2nn(-c3ccc(Cl)cc3)nc2c1 | 51%*
COC(=O)C1=C(C)NC2=C(C(=O)CC(c3ccccc3)C2)C1c1ccccc1OC (stereo not drawn) | 9%
Cc1cccc(NCN2C(=O)C3CCCCC3C2=O)c1 (stereo not drawn) | 0%
c1ccc(-c2cc(-n3c(Cc4cccs4)nc4ccccc43)n[nH]2)cc1 | 10%

These rows are one share of the data (hit frequency here may not be typical).
